High-throughput results from PubChem BioAssay.
USP1-UAF1 inh – USP1/UAF1 (human) deubiquitinase inhibition; O94782; recombinant USP1/UAF1, Ub-Rhodamine cleavage fluorescence; Potency, µM (titrated, usually from 57.1 µM), for inactives: top-dose activity change, negative = inhibition, usual class: inhibitors; hit rate 0.23% among 390,000; AID 743255; further: potency means the concentration at half of the fitted maximal effect; on the % scale 0 is the no-effect control and ±100 the full control effect; nearly all actives have a fitted effect of over 60% in size; inactives centre near -12
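In this screen, compounds sit with the deubiquitinase complex (1nM) for 15 min at room temperature before Ub-Rho is added at 150nM final. Fluorescence rise is then followed for 6 reads every 60 seconds.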
TRHR agonist – agonists of human TRH receptor; P34981; TRHR cells, calcium flux fluo-8, FDSS agonist mode; activation, % at 2 µM; hit rate 0.18% among 360,000; AID 493084; in the data active means activation above about 30%; further: 0% is about no effect
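Steps: seed TRHR cells overnight; add fluo-8 no-wash Ca dye, RT 30 min–1.5 h; record 10 s baseline; pin-transfer compounds; monitor fluorescence 1 cycle/s for the agonist window. Calcium increases flag candidate agonists.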
TrxR1 substrate – substrates of rat thioredoxin reductase 1 | O89049 | purified TrxR1 substrate turnover, NADPH consumption readout | Potency, µM (titrated, usually from 114 µM), for the others: top-dose activity change, negative = substrate turnover | hit rate 0.01% among 390,000; further: potency means the concentration at half of the fitted maximal effect; on the % scale 0 is the no-effect control and ±100 the full control effect; nearly all actives have a fitted effect of over 50% in size
Target sequence (O89049 whole entry, looked up): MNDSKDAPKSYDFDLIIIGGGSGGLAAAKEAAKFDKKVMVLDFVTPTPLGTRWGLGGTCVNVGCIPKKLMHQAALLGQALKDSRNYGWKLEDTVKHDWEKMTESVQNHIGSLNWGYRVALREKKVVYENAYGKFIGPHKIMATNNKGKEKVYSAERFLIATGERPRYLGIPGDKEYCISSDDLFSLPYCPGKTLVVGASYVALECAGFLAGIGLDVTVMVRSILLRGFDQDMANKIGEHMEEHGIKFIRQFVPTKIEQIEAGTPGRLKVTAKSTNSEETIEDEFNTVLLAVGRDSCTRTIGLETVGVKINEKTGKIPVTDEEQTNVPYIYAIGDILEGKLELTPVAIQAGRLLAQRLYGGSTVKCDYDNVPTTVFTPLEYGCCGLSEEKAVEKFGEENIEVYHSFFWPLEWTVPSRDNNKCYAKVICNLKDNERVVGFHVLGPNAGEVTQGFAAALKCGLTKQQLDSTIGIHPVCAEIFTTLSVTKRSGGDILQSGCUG
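Rat TrxR1, dispensed at 90 nM, was prereduced with 400 uM NADPH (final) for 5 min at ~22 deg C, then incubated with compound 15 min before 400 uM selenite. A first-read NADPH fluorescence drop versus no-compound background flagged substrates.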
Pin1 inhibitor – human Pin1 inhibition; Q13526; Pin1 FP peptide displacement, HiFluor488, 10 min; Potency, µM (titrated, usually from 115 µM), for inactives: at the highest dose activity, negative = inhibition, usual class: inhibitors; hit rate 0.009% among 390,000; AID 504891; active means well fitted inhibition curve with a large enough effect in the polarisation, with a control signal flat, not every such curve was filed as active; inconclusive means small, poorly fitted or top-dose-only effect, or effect the other way, or a change in a side signal; inactive means no such curve, though single readings can be large or run the other way; the % refers to the polarisation; further: potency means the concentration at half of the fitted maximal effect; on the % scale 0 is the no-effect control and ±100 the full control effect
Target sequence (Q13526 whole entry, looked up): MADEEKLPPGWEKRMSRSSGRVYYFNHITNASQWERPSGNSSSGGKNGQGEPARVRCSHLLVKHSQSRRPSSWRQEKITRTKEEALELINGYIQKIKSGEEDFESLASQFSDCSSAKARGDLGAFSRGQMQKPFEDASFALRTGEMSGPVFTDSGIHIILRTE
IDH1 R132H inh – blocks human mutant IDH1 R132H enzyme. hit rate 0.093% among 390,000. AID 602179. O75874. IDH1-R132H enzyme, NADPH consumption, diaphorase/resazurin fluorescence. Potency, µM (titrated, usually from 76.6 µM), without a hit: at the top dose activity change, negative = inhibition, most hits filed as inhibitors; further: potency means the concentration at half of the fitted maximal effect; on the % scale 0 is the no-effect control and ±100 the full control effect; nearly all actives have a fitted effect of over 65% in size
Target sequence (O75874 whole entry R132H, stated change not applied): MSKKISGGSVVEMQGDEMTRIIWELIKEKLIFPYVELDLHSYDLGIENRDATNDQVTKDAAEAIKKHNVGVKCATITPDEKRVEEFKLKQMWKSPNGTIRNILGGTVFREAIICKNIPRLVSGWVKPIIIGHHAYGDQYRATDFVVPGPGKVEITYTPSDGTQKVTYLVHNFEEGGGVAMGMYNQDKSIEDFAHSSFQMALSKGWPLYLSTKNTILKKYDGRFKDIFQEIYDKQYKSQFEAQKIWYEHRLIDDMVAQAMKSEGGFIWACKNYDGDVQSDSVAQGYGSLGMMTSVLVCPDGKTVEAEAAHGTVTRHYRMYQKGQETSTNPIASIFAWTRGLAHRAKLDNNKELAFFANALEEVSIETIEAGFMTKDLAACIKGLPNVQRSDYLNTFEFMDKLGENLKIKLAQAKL
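IDH1-R132H (0.5 ug/mL) preincubated 30 min with compound, then NADPH (0.016 mM) and alpha-KG (2 mM) added; 80 min at RT, pH 7.5. Remaining NADPH coupled via diaphorase/resazurin to fluorescence (540/590 nm); concentration-response curves normalized to no-enzyme control.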
TRHR enhancer – allosteric enhancers of human TRH receptor; enhancement, % at 2 µM; P34981; TRHR cells, fluo-8 calcium fluorescence, EC20 TRH enhancement; AID 493056; hit rate 0.66% among 360,000; in the data active means enhancement above about 30%; further: 0% is about no effect
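TRHR-expressing cells loaded with fluo-8 calcium dye were read kinetically (ex 480/em 530) during compound addition, then stimulated with an EC20 of TRH (10 nM final). Enhancement of the Gq-mediated intracellular calcium response was scored.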
D2 antag – antagonists of human D2 dopamine receptor; inhibition, % at 10 µM; P14416; hit rate 2% among 340,000; HEK293 TREx D2 cells, calcium flux, dopamine EC80; in the data active means inhibition above about 30%; further: 0% is about no effect
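Antagonism is scored as inhibition of an EC80 dopamine-evoked calcium signal in a force-coupled, tetracycline-inducible HEK293 T-REx D2 line, with compound present 180 s before agonist.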
TrxR1 inh – rat TrxR1 inhibition. recombinant rTrxR1, NADPH fluorescence consumption, selenite substrate. Potency, µM (top dose mostly 114 µM), without a hit: top-dose activity change, negative = inhibition, hits mostly inhibitors. hit rate 1% among 390,000; further: potency means the concentration at half of the fitted maximal effect; on the % scale 0 is the no-effect control and ±100 the full control effect; nearly all actives have a fitted effect of over 65% in size
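Rat TrxR1 (90 nM in the dispensed reagent) was pre-reduced with 400 uM NADPH for 5 min at room temperature, then incubated with compound for 15 min. After 400 uM selenite was added, NADPH fluorescence (Ex 340/Em 450 nm) was followed for 8 min.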
D2 ag – D2 dopamine receptor (human) agonism | P14416 | HEK293 T-REx D2 cells, calcium flux agonist mode | activation, % at 2 µM | hit rate 0.53% among 340,000 | AID 485358;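 active means activation over 3 SD above normal in the single-dose calcium agonist read, cut at about 30% in these data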; further: 0% is about no effect
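Calcium-flux readout, 1 cycle/sec over 180 s following compound pin transfer, in inducible HEK293 Trex D2 cells (force-coupled); dopamine controls included. Positive calcium responses during this window marked compounds as potential agonists.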
* = called active by the depositor; ? = inconclusive; / = not tested or not shown; [ ] = dose if it differs, or a comment. Unless noted, the call rests on the fitted dose curve; in most records, active means well fitted inhibition curve with a large enough effect; inconclusive means small, poorly fitted or top-dose-only effect; inactive means no such curve, though single readings can be large or run the other way. An excerpt (hit frequency here may not be typical).

1: CC(C)C(=O)Nc1nnc(SCC(=O)NC2CC2)s1
2: Cc1nc(NC(=O)c2cnccn2)ccc1Br
3: Cc1[nH]n(-c2nc(-c3ccc(Cl)cc3)cs2)c(=O)c1N=Nc1ccc(O)cc1
4: Cn1ncc(C#N)c1NC(=O)c1nn2cccnc2c1Cl
5: COC(=O)c1cc(Br)c(=O)n(-c2nccs2)c1
6: COc1ccc(CNCCNC(=O)c2nonc2N)cc1OC
7: O=C(CN1C(=O)NC(Cc2c[nH]c3ccccc23)C1=O)NC1CCCCC1 (configuration not stated)
8: CC/C(=N/Nc1ccccc1)c1cnnc(SC)n1

Screen / compound no.	1	2	3	4	5	6	7	8
D2 ag	0.5	-0.7	0.2	0.2	3.7	0.2	-0.3	-1.0
USP1-UAF1 inh	-4%	-21%	-13%	4%	-4%	1%	-17%	?
TRHR enhancer	-6	-2	9	1	3	-3	-2	4
Pin1 inhibitor	-1%	0%	33%[activator]	3%	4%	?	9%	6%
TrxR1 inh	12%	5%	14%[57.1 µM]	-4%	-4%	6%	10%	-13%
TRHR agonist	0.2	0.6	0.3	0.0	0.0	0.1	-0.1	0.1
TrxR1 substrate	0%	-1%	2%[57.1 µM]	-5%	-5%	-7%	2%	-4%
IDH1 R132H inh	-2%	-8%	7%	-2%	0%	6%	-8%	7%
D2 antag	-17	-10	-24	3	24	6	-14	-30

9: COc1ccc(N2C(=O)NC(NC(=O)C(C)(C)C)(C(F)(F)F)C2=O)cc1 (configuration not stated)
10: COc1ccccc1-c1nnc(SC(C)C(=O)Nc2ccc(C(N)=O)cc2)o1 (configuration not stated)
11: CC(=O)Nc1nnc(-c2c(-c3ccccc3Cl)noc2C)o1
12: Cc1ccc(C(=O)COC(=O)CN2C(=O)C3C4CCC(C4)C3C2=O)cc1C (configuration not stated)
13: COCCN(C(=O)COC(=O)C1CC1)c1c(N)n(Cc2ccccc2)c(=O)[nH]c1=O
14: O=C(COc1ccc(/C=N/NC(=O)c2ccccc2)cc1)Nc1ccc([N+](=O)[O-])cc1
15: COC(=O)/C(=C/c1cn(C)c2ccccc12)[N+](=O)[O-]
16: CC(C)OCCCn1c(SC(C)C(=O)NC2CC2)nc2ccccc2c1=O (configuration not stated)

Screen / compound no.	9	10	11	12	13	14	15	16
D2 ag	0.9	0.2	/	/	0.6	0.5	0.4	0.3
USP1-UAF1 inh	-1%	?	-18%	-26%	-18%	-22%	/	-8%
TRHR enhancer	-7	-4	0	-1	4	-1	-6	4
Pin1 inhibitor	-1%	0%	-1%	-6%	0%	-2%	/	0%
TrxR1 inh	1%	17%	21%	42%[activator]	-2%	-3%	/	-2%
TRHR agonist	0.3	0.3	0.7	0.0	1.0	0.7	-0.1	-0.2
TrxR1 substrate	-2%	10%[57.1 µM]	-7%[57.1 µM]	6%	-5%	-7%	/	-4%
IDH1 R132H inh	31%[activator]	2%	-1%	-3%	2%	4%	/	2%
D2 antag	10	8	/	/	-5	-10	29	6

Among those listed so far, two have bromine.
2: Cc1nc(NC(=O)c2cnccn2)ccc1Br
5: COC(=O)c1cc(Br)c(=O)n(-c2nccs2)c1

Screen / compound no.	2	5
D2 ag	-0.7	3.7
USP1-UAF1 inh	-21%	-4%
TRHR enhancer	-2	3
Pin1 inhibitor	0%	4%
TrxR1 inh	5%	-4%
TRHR agonist	0.6	0.0
TrxR1 substrate	-1%	-5%
IDH1 R132H inh	-8%	0%
D2 antag	-10	24

Following part:
17: CC(=O)c1cccc(S(=O)(=O)Nc2cccnc2)c1
18: Cc1ccc(S(=O)(=O)Oc2cccc([N+](=O)[O-])c2)cc1
19: CCOCCOC(NC(=O)c1ccccc1)(C(F)(F)F)C(F)(F)F
20: O=C(Nc1cccnc1)c1cccnc1Cl
21: COc1cccc(CNc2nccs2)c1O
22: CCc1nnc(NC(=O)c2nc(SCc3ccccc3C)ncc2Cl)s1
23: Cc1ccc(S(=O)(=O)CCC(=O)Nc2ccccc2Br)cc1
24: N#C/C(=C\c1cn(CCOc2ccccc2F)c2ccccc12)C(=O)NCc1cccs1

Screen / compound no.	17	18	19	20	21	22	23	24
D2 ag	2.7	/	-0.4	0.1	-0.1	-0.2	-0.4	-1.4
USP1-UAF1 inh	1%	?	-2%	-14%	-9%	-16%	-6%	-4%
TRHR enhancer	0	/	-2	-2	-9	2	-15	6
Pin1 inhibitor	-3%	0%	-3%	-7%	-1%	2%	-4%	51%[activator]
TrxR1 inh	11%	2%	-14%	13%	5%[57.1 µM]	-8%	4%	-3%
TRHR agonist	-0.9	/	-0.5	0.3	-0.5	-1.0	0.2	0.5
TrxR1 substrate	-2%	1%	-5%	3%	2%[57.1 µM]	-8%	1%	-8%
IDH1 R132H inh	-3%	-5%	3%	8%	8%	3%	20%	2%
D2 antag	1	/	-6	-38	4	/	6	-17

25: O=C(COC(=O)c1cccc(Cl)c1)NCc1ccccc1
26: CCn1cc(C(=O)NC2CCCCC2C)c(=O)c2ccc(C)nc21 (configuration not stated)
27: O=C1CC(Cc2ccccc2)C(=O)N1Cc1ccco1 (configuration not stated)
28: CC(=O)c1ccc(N2CCN(C(=O)CN3C(=O)NC4(CCCCC4)C3=O)CC2)c(F)c1
29: CCCOC(=O)C1[C@H]2C(=O)N(CCCOC)C[C@]23C=C[C@H]1O3 (some centres not stated)
30: Oc1ccc(N2CCN(CC(O)c3ccccc3)CC2)cc1 (configuration not stated)
31: Cc1ccccc1Nc1ccc(S(=O)(=O)N2CCOCC2)cc1[N+](=O)[O-]
32: CN(C)S(=O)(=O)c1cccc(NC(=O)c2cccc(N3C(=O)CCC3=O)c2)c1

Screen / compound no.	25	26	27	28	29	30	31	32
D2 ag	/	-0.1	-0.6	0.3	-0.4	-0.2	-0.1	0.6
USP1-UAF1 inh	-9%	-18%	-18%	-26%	3%	-25%	-14%	-5%
TRHR enhancer	/	-4	1	2	3	-4	-8	21
Pin1 inhibitor	1%	-3%	33%[activator]	0%	-2%	-3%	0%	-15%
TrxR1 inh	21%	-13%	?	8%	26%	14%	?	-5%
TRHR agonist	/	-0.4	0.9	0.0	0.4	-0.5	-0.7	1.2
TrxR1 substrate	5%	-7%	-3%	-1%	6%	7%	-8%	-4%
IDH1 R132H inh	-2%	6%	4%	7%	12%	18%	1%	2%
D2 antag	/	-4	8	31*	5	-10	-5	-6

33: O=C(CSCc1ccc(F)cc1)Nc1nc2c(s1)CCCC2
34: O=C(Cn1c(-c2ccccc2)noc1=O)Nc1ccc(N2CCCCCC2)cc1
35: CCS(=O)(=O)N1CCC(C(=O)Nc2ccc3c(c2)CCC3)CC1
36: COc1ccccc1NC(=O)NC1(C(=O)N2CCCCCC2)CCCCC1
37: Cc1cc(OCCOCCN(C)CCO)cc(C)c1Cl
38: CCOC(=O)/C(C#N)=C(\O)c1ccc(NC(=O)c2ccc([N+](=O)[O-])cc2)cc1
39: Cc1ccc(-c2noc(-c3ccc(N4CCOCC4)c([N+](=O)[O-])c3)n2)cc1
40: COC(=O)COc1cc(OCC(=O)OC)c2c(-c3ccccc3)cc(=O)oc2c1

Screen / compound no.	33	34	35	36	37	38	39	40
D2 ag	-1.0	-0.2	4.6	2.8	1.1	-1.3	-1.1	-0.8
USP1-UAF1 inh	-2%	-22%	-22%	3%	4%	-25%	-1%	-19%
TRHR enhancer	-2	2	-2	-5	-1	-5	-5	5
Pin1 inhibitor	?	-1%	6%	21%	-2%	1%	-4%	-3%
TrxR1 inh	14%[57.1 µM]	7%	8%	-5%	11%	-9%	2%	14%
TRHR agonist	-0.5	-0.8	-1.1	-0.3	1.0	-0.3	0.0	0.3
TrxR1 substrate	-9%	2%	-2%	-8%	-6%[57.1 µM]	-11%	-11%	-1%
IDH1 R132H inh	5%	1%	0%	1%	-3%	-3%	11%	0%
D2 antag	0	7	-4	-24	-6	/	/	-7

Two entries drawn at random from the list so far:
26: CCn1cc(C(=O)NC2CCCCC2C)c(=O)c2ccc(C)nc21 (configuration not stated)
24: N#C/C(=C\c1cn(CCOc2ccccc2F)c2ccccc12)C(=O)NCc1cccs1

Screen / compound no.	26	24
D2 ag	-0.1	-1.4
USP1-UAF1 inh	-18%	-4%
TRHR enhancer	-4	6
Pin1 inhibitor	-3%	51%[activator]
TrxR1 inh	-13%	-3%
TRHR agonist	-0.4	0.5
TrxR1 substrate	-7%	-8%
IDH1 R132H inh	6%	2%
D2 antag	-4	-17

(continued)
41: O=C(Nc1ccccc1Br)C1CC(=O)N(c2ccc3c4c(cccc24)CC3)C1 (configuration not stated)
42: O=C(O)c1cccc(COc2ccc3c(c2)CCC3)c1
43: C/C(=N\NC(=O)CSCc1ccc(Cl)cc1)c1ccc(NC(=O)c2ccccc2)cc1
44: COc1ccc2c(c1)-c1ccccc1S(=O)(=O)N2C
45: COc1ccc(/C=C/C(=O)O)cc1S(=O)(=O)NCc1cccnc1
46: CCOC(=O)c1ccc(NC(=O)Nc2cc(C)cc(C)n2)cc1

Screen / compound no.	41	42	43	44	45	46
D2 ag	0.6	-2.1	0.3	0.5	0.2	-0.9
USP1-UAF1 inh	0%	-9%	-24%	-14%	-12%	/
TRHR enhancer	2	2	-1	-17	11	-3
Pin1 inhibitor	34%[activator]	-2%	-1%	1%	?	/
TrxR1 inh	-2%	7%	10%	2%	13%[57.1 µM]	/
TRHR agonist	0.8	0.1	-0.4	-0.4	0.1	0.5
TrxR1 substrate	-5%	2%	-5%	0%	12%[57.1 µM]	/
IDH1 R132H inh	6%	-8%	1%	19%	2%	/
D2 antag	1	-7	18	34*	15	-7
